Pf growth 96h = P. falciparum growth inhibition at 96 hours | P. falciparum luciferase reporter growth, 96 h | Potency, µM (top dose mostly 28.7 µM), inactives show at the top dose activity change, negative = inhibition, hits mostly inhibitors | 6.9% of 320,000 active | AID 504834; further: potency means the concentration at half of the fitted maximal effect; on the % scale 0 is the no-effect control and ±100 the full control effect
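96 h incubation, 37 C, 5% CO2, of luciferase-reporter P. falciparum-infected RBCs (2% hematocrit, 0.05% parasitemia final) with test compounds; endpoint luminescence.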
LmPK inh = LmPK (Leishmania mexicana) enzyme inhibition; 0.37% of 290,000 active; AID 1721; Potency, µM (titrated, usually from 57.5 µM), for the others: at the highest dose activity change, negative = inhibition, hits mostly inhibitors; Q27686; purified LmPK, Kinase-Glo ATP luminescence, 1 h; further: potency means the concentration at half of the fitted maximal effect; on the % scale 0 is the no-effect control and ±100 the full control effect
Target sequence (Q27686 whole entry, looked up): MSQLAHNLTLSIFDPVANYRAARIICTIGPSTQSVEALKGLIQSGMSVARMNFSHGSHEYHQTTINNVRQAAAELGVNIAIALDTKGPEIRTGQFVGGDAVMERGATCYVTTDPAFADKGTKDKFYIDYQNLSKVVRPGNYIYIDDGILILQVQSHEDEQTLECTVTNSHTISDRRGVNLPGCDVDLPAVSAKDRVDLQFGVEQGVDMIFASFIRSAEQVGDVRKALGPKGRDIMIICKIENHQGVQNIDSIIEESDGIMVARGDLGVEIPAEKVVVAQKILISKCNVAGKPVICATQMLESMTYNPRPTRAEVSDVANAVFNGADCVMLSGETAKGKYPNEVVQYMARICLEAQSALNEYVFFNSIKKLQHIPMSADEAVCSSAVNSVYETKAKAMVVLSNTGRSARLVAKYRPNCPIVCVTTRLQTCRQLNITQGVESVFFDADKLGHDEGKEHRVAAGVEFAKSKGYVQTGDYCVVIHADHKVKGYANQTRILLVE
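Purified LmPK (0.1 nM) converted ADP (0.1 mM) to ATP with PEP (0.5 mM) in imidazole buffer pH 7.2 with KCl and MgCl2, 1 h at room temperature. ATP was read by Kinase-Glo luminescence; data normalized to uninhibited and no-enzyme controls.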
AmpC inh no detg = inhibitors of E. coli AmpC beta-lactamase without detergent. AID 485341. P00811. Potency, µM (titrated, usually from 57.1 µM), for inactives: at the highest dose activity change, negative = inhibition, actives largely listed as inhibitors. AmpC nitrocefin hydrolysis, absorbance 480 nm, 0.0001% Triton. 0.52% of 330,000 active;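 further: potency means the concentration at half of the fitted maximal effect; plate controls were no compound for no effect and no enzyme for full effect; nearly all actives have a fitted effect of over 20% in size; some results filed as inactive show a strong effect at the top dose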
Target sequence (P00811 whole entry, looked up): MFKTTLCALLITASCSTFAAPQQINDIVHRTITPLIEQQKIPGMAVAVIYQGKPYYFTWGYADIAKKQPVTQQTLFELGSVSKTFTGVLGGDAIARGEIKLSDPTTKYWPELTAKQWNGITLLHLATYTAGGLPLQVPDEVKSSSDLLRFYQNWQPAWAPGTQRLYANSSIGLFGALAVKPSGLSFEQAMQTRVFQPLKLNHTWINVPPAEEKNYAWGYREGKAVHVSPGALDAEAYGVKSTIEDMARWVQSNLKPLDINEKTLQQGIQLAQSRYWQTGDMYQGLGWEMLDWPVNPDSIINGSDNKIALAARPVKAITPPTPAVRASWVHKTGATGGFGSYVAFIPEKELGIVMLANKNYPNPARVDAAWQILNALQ
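20 mM phosphate pH 7.0 + 0.01% (detergent screen) or 0.0001% Triton X-100; 5.3 nM AmpC reagent; cpd preinc 15 min RT; nitrocefin (800 uM stock) to start; A480 q20 s × 4 min; Activity was normalised to no-enzyme and no-compound control wells.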
TbPYK inhibitor = inhibitors of Trypanosoma brucei pyruvate kinase | Q57TT1 | TbPYK enzyme, Kinase-Glo Plus ATP luminescence, 45 min | Potency, µM (doses to about 76.8 µM), without a hit: at the top dose activity, negative = inhibition, usual class: inhibitors | 0.12% of 410,000 active | AID 624173; further: potency means the concentration at half of the fitted maximal effect; on the % scale 0 is the no-effect control and ±100 the full control effect; nearly all actives have a fitted effect of over 50% in size
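TbPYK + substrate in 50 mM TEA pH 7.2, 100 mM KCl, 10 mM MgCl2, 0.05% BSA, 0.01% Tween-20; cpd pinned; ADP 130 uM final; 45 min RT; Kinase-Glo Plus 10 min; luminescence endpoint.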
Cycloheximide cs = counter-screen hit for Shiga toxin inhibitors, cycloheximide. cell reporter, cycloheximide protein synthesis inhibition counterscreen. max response, %. 12% of 300,000 active; in the data active means max response mostly above about 13%, no sharp cut-off; inactive means mostly below about 14%; further: read at 38.3 µM for the half of the compounds with a filed dose; 0% is about no effect
Shiga toxin inh = inhibitors of Shiga toxin in Vero cells | Vero cells, Shiga toxin protein synthesis inhibition reporter | inhibition, % at 38.7 µM | 9.2% of 290,000 active; in the data active means inhibition mostly above about 28%, no sharp cut-off; inactive means mostly below about 43%; further: 0% is about no effect
Pf growth 48h = P. falciparum growth inhibition at 48 hours (one generation); 5.9% of 310,000 active; P. falciparum luciferase growth in erythrocytes, 48 h; Potency, µM (series often up to 28.7 µM), without a hit: at the top dose activity change, negative = inhibition, hits mostly inhibitors; further: potency means the concentration at half of the fitted maximal effect; on the % scale 0 is the no-effect control and ±100 the full control effect
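First compound was added to culture medium, then infected red cells at 0.1% parasitemia and 2% hematocrit (final). After incubation at 37 C under 5% CO2, luciferase detection reagent was dispensed and light output recorded.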
Numbers without * were called inactive; i = inactive; ? = inconclusive; · = not tested or not shown; & = joins results of further samples; [ ] = remark or other dose. Unless noted, the call rests on the fitted dose curve; in most records, active means well fitted curve in the direction sought with a large enough effect; inconclusive means small, poorly fitted or top-dose-only effect, or another doubt; inactive means no such curve, though single readings can be large; an effect the other way counts as inactive or inconclusive. Rows were taken by chance. Share with any hit: about 22%.

Value order: Pf growth 96h	LmPK inh	AmpC inh no detg	TbPYK inhibitor	Cycloheximide cs	Shiga toxin inh	Pf growth 48h
#1 CC(C)(C)NC[C@@H](O)c1ccc(O)c(CO)n1
    -16%	·	·	-1%	·	·	-3%
#2 COc1ccc(CCNC(=O)C2CC(=O)N(C3CCCC3)C2)cc1OC (stereo not given)
    ?	2%	2%	8%	6	-21	47%[activator]
#3 Cc1ccc(CNS(=O)(=O)c2ccc(C(F)(F)F)cc2)n1C
    -5%	6%	-5%	-1%	1	7	?
#4 CC(=O)Nc1ccc(-n2c(C)nc(=O)c(-c3ccccc3)c2C)cc1
    5.2µM*	6%	-17%	0%	-1	-10	-12%
#5 COc1ccc(OC)c(/C(O)=C/C(=O)C(=O)Nc2ccccc2OC)c1
    15µM*	14%	-13%	4%	2	27	·
#6 Cc1ccccc1NC(=O)c1cc([N+](=O)[O-])ccc1NCCN1C(=O)CCC1=O
    ?	1%	-5%	8%	-2	31	-20%
#7 CC(=O)OCc1cc2cccc(C)c2[nH]c1=O
    -13%	-4%	-2%	-3%	1	-12	14%
#8 O=C(CCCCn1c(=O)[nH]c2ccccc2c1=O)NCCc1c[nH]c2ccccc12
    ?	-1%	-18%	1%	-3	10	8%
#9 O=C1CC[C@@H](OCc2ccccc2)CCN1CC[C@H](Sc1ccccc1)c1ccccc1
    0%	2%	63%[activator]	0%	11*	15	?
#10 COc1ccc(-c2cc(C3CCN(C(=O)OC(C)(C)C)CC3)[nH]n2)cc1
    ?	8%	91%[activator]	4%	2	9	?
#11 CC(C)NC1CS(=O)(=O)CC1O (stereo not given)
    3%	2%	-8%	-8%	-2	-11	·
#12 CCOC(=O)C1CCCN(C(=O)/C=C/c2ccccc2[N+](=O)[O-])C1 (stereo not given)
    12%	1%	-14%	-15%	2	-10	1%
#13 O=C(C(Cc1ccccc1)NS(=O)(=O)c1cccc2nsnc12)N1CCC2(CC1)OCCO2 (stereo not given)
    ?	10%	18%	8%	-5	-9	?
#14 COc1ccc(Cl)cc1NC(=O)CS(=O)(=O)c1cccc2nsnc12
    ?	3%	-52%	-5%	-3	-2	?
#15 O=C(Cn1nc(C(=O)O)c2ccccc2c1=O)NCCC1=CCCCC1
    31%[activator]	-1%	-13%	2%	-5	-9	5%
#16 CCCCN1C(=O)/C(=C2/Sc3ccc(OC)cc3N2CC)SC1=S
    9.3µM*	8%	-15%	-7%	-2	·	31%[activator]
#17 O=C(CSc1ncn[nH]1)Nc1c(F)cc(F)cc1Br
    ·	2%	-6%	1%	-5	-6	1%
#18 CCOc1c2ccc(C(=O)NCc3ccco3)cc2nn1CCOC
    7%	3%	-19%	-11%	-3	-45	25%
#19 Cc1cccc(CNS(=O)(=O)c2ccc(-c3cnc(C4CC4)o3)cc2)c1
    ?	-4%	-19%	4%&-3%	19	14	5%
#20 CC(=O)Nc1ccc(NC(=O)c2ccc(NC(=O)c3ccccc3)cc2)cc1
    ?	-13%	1%	-16%	19	-18	9%

The results go on.
Value order: Pf growth 96h	LmPK inh	AmpC inh no detg	TbPYK inhibitor	Cycloheximide cs	Shiga toxin inh	Pf growth 48h
#21 COc1ccc([C@@]2(O)c3c(ccc(CC=C(C)C)c3O)NC(=O)[C@@H]2OC)cc1
    -25%	2%	66%[activator]	2%	-5	16	?
#22 Cc1ccc2cc(/C=N/NC(=O)[C@@H]3CCCN3)c(Cl)nc2c1
    20%	3%	-16%	0%	12	54*	14%
#23 O=C(Nc1ccccn1)c1cccc(S(=O)(=O)N2CCCC2)c1
    6%	2%	-11%	5%	1	-11	15%
#24 Cc1ccc(O)c(NC(=S)NC(=O)/C=C/c2ccco2)c1
    30%	0%	-50%	3%	47*	67*	96%[activator]
#25 Cc1ccc(C(=O)Nc2cccc3cccnc23)cc1C
    30%[activator]	-6%	-20%	0%	29*	·	55%[activator]
#26 O=C1OCCN1C(=O)[C@H]1[C@H](c2ccc([N+](=O)[O-])cc2)C(c2cccc(Cl)c2)=NN1c1ccccc1
    ?	-2%	-3%	-3%	0&-1	1&-5	-8%
#27 CC(=O)Nc1ccc(C(=O)Nc2nnc(CCc3ccccc3)s2)cc1
    -54%	-2%	-29%	0%	-2	-2	3%
#28 O=C(c1ccco1)N1CCN(C(=O)c2cn(-c3ccccc3)nc2-c2ccc(F)cc2)CC1
    -24%	·	149%[activator]	6%	·	·	-12%
#29 Cc1ccc(S(=O)(=O)NCC(=O)OCc2cc(=O)oc3cc(C)ccc23)cc1
    1%	·	-11%	2%	·	·	-8%
#30 COC(=O)c1sc(NC(=O)CSc2nnnn2-c2ccc(C)cc2C)nc1C
    31%[activator]	0%	-22%	1%	-2	-5	-3%
#31 CC(C1CC1)N(Cc1ccccc1)C(=O)NC(=O)c1ccc(F)cc1 (stereo not given)
    25%	17%	-22%	-9%	8	-19	i
#32 COc1cc(/C=C/C(=O)OCC(=O)N2CC(=O)Nc3ccccc32)ccc1O
    ?	-6%	-12%	-2%	-4	-1	?
#33 CCSC1(SCC)N=C(N)C2(C#N)C(c3ccccc3)NC(C)=C(C)C12C#N (stereo not given)
    9%	2%	-8%	-3%	0	-22	2%
#34 O=C(Cc1nn[nH]n1)Nc1ccc(F)cc1F
    26%	2%	-20%	2%	-1	-5	61%[activator]
#35 O=C(O)CCC(=O)N1CCC(C(=O)c2cccc(Cl)c2)CC1
    -13%	0%	-12%	-2%	-5	-3	4%
#36 CCc1cccc(OCC(=O)Nc2ccc(S(=O)(=O)N3CCCC3)cc2)c1
    ?	-10%	-32%	-2%	-2	-33	?
#37 O=C1Nc2ccccc2C12Nc1ccccc1-c1nc3ccccc3n12 (stereo not given)
    ·	-9%	-33%	3%	4	4	0.74µM*
#38 O=c1cc(N2CCOCC2)[nH]c(=O)n1-c1ccc(Br)cc1
    40%[activator]	0%	-4%	-3%	2	-4	24%
#39 COc1cc(C2OCC3C(c4cc(OC)c(OC)c(OC)c4)OCC23)cc(OC)c1OC (stereo not given)
    41%	4%	56%	-3%	-4	3	?
#40 CN1CCN(S(=O)(=O)c2cccc(C#N)c2)C(c2ccccc2)C1 (stereo not given)
    25%	·	-6%	0%	·	·	-13%

Later entries:
Value order: Pf growth 96h	LmPK inh	AmpC inh no detg	TbPYK inhibitor	Cycloheximide cs	Shiga toxin inh	Pf growth 48h
#41 Cc1nn(-c2ccccc2)c(Cl)c1C(=O)Nc1ccccc1
    ?	-1%	-16%	·	24*	108*	?
#42 COc1ccc(CN2C(=O)CCC2(C)C(=O)NC2CCCC2)c(OC)c1 (stereo not given)
    69%[activator]	1%	-2%	1%	-3	-5	4%
#43 Cc1ccc(-c2nnn(CC(=O)N(c3ccccc3)C(C(=O)NCC3CCCO3)c3ccc(Cl)cc3)n2)cc1 (stereo not given)
    8.3µM*	-1%	-2%	-4%	5	13	?
#44 Cn1c(/C(C#N)=C(\O)c2ccc(S(=O)(=O)N3CCCCC3)cc2)nc2ccccc21
    35%[activator]	2%	0%	-4%	-2	33	15%
#45 Cc1onc(-c2ccccc2)c1C(=O)Nc1nc2c(s1)C(=O)CC(C)(C)C2
    ?	-2%	-49%	2%	1	-10	-11%
#46 Cc1ccc(S(=O)(=O)c2nc(Nc3ccccc3C#N)sc2Cl)cc1
    0%	0%	-32%	-9%	-4	-2	?
#47 CC(=O)c1ccc(OCC(O)CN2CCN(CC(O)COc3ccc(C(C)=O)cc3)CC2)cc1 (stereo not given)
    8%	-4%	-10%	2%	-2	-3	?
#48 O=C(Nc1ccccc1)c1ccccc1CC[N+](=O)[O-]
    -15%	1%	-11%	1%	-2	-11	0%
#49 O=C(NCN1CCN(c2ccccc2)CC1)c1cnccn1
    23%	3%	-13%	-9%	-4	12	29%
#50 NC(=O)c1ccc(NC(=O)COC(=O)CCCN2C(=O)c3cccc4cccc(c34)C2=O)cc1
    17%	0%	-27%	-10%	-2	-1	21%
#51 CCOc1cc(N2CCOCC2)c(OCC)cc1NC(=O)COC(=O)COc1cc(C)cc(C)c1
    ?	·	-4%	-4%	·	·	32%[activator]
#52 O=C(Nc1ccccc1Cl)C1C2CCC3C(CCC21)C3(Cl)Cl (stereo not given)
    ?	3%	-31%	0%	-1	1	5%
#53 CCCn1c(NCCO)nc2ccccc21
    ?	0%	-12%	21%	-5	-22	·
#54 O=C(O)CSCCOc1ccc(OCCSCC(=O)O)cc1
    -7%	-2%	-14%	-6%	-2	-1	3%
#55 Cc1ccc(N2CC(C(=O)OCC(=O)Nc3ccc(F)cc3F)CC2=O)cc1 (stereo not given)
    1%	·	-13%	0%	·	·	-15%
#56 O=C(NCc1ccc2c(c1)OCO2)c1ccc(CSCc2cccc(Cl)c2)o1
    1%	1%	-20%	-4%	-1	-9	31%[activator]
#57 Cc1ccccc1-c1cc(C(=O)NCC2CC2)nn1CC1CC(c2cccc([N+](=O)[O-])c2)=NO1 (stereo not given)
    2.6µM*	·	-3%	-5%	·	·	5.2µM*
#58 CN(CC(=O)NC(=O)Nc1ccccc1F)Cc1ccccc1
    109%[activator]	·	-13%	5%	·	·	28%
#59 COc1ccc(C(=O)NCc2c(C)nn(Cc3ccccc3)c2C)cc1S(=O)(=O)N1CCOCC1
    ?	·	232%[activator]	1%	·	·	?
#60 CCSc1nc2ccccc2n1CC(=O)N1CCOCC1
    -3%	3%	12%	5%	-2	-10	-4%

Next results follow:
Value order: Pf growth 96h	LmPK inh	AmpC inh no detg	TbPYK inhibitor	Cycloheximide cs	Shiga toxin inh	Pf growth 48h
#61 O=C(Cc1ccccc1)N1CCN(Cc2cccc(Br)c2)CC1
    -25%	-2%	78%[activator]	1%	-2	-2	15%
#62 COc1cccc(C(=O)Nc2cc3c(cc2Br)OCCCO3)c1
    371%[activator]	-8%	-16%	-9%	86*	96*	244%[activator]
#63 COC(=O)c1sccc1NC(=O)Nc1cc(C)ccc1C
    -25%	-1%	-8%[2.29 µM]	1%	-2	10	2%
#64 N=c1sccn1CC(=O)N1N=C(c2ccc(Cl)cc2)CC1c1ccco1 (stereo not given)
    -60%	9%	23%	0%	5	30	-6%
#65 Cc1ccc(S(=O)(=O)N2CCN(c3cnn(C)c(=O)c3Cl)CC2)cc1
    11%	0%	-19%	-4%	-2	2	-3%[5.75 µM]
#66 CC(=O)c1ccc(NC(=O)[C@@H]2CCCN2C(=O)OC(C)(C)C)cc1
    62%[activator]	3%	-15%	4%	51*	87*	58%[activator]
#67 Cc1ccc(SCC(=O)OCC(=O)N(C)C2CCS(=O)(=O)C2)cc1C (stereo not given)
    9%	·	-2%	-9%	·	·	11%
#68 Cc1cc(/C=C\c2nc(O)c([N+](=O)[O-])c(=O)[nH]2)c(C)n1-c1ccccc1
    -22%	-2%	-23%	2%	-2	19	29%

Screens deposited in PubChem BioAssay by National Center for Advancing Translational Sciences (NCATS).
